CF NFkB inh: inhibitors of cystic fibrosis induced NF-kB; 360,000 tested, 0.86% active; AID 588850; inhibition, % at 5 µM; KKLEB NF-kB-GFP reporter, PAF-induced, GFP fluorescence overnight;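 active means at least 50% inhibition at 5 µM, scaled per plate between neutral and stimulator controls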;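 further: PAF is a Pseudomonas aeruginosa culture filtrate used as stimulus; plate controls were PAF-stimulated DMSO wells for no effect and unstimulated DMSO wells for full effect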
TROY NFkB inh: blocks TROY-dependent signaling in reporter cells. Q293 LMP1-TROYcd NF-kB luciferase reporter, 4 h. inhibition, % at 10 µM. 360,000 tested, 0.98% active;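 active means compounds whose plate-normalised and pattern-corrected inhibition of the luciferase reporter signal at the single screening dose is 50% or more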
NR2E3 ag-1: agonists of human NR2E3 nuclear receptor; Q9Y5X4; CHO-S Gal4-NCOR/VP16-NR2E3 two-hybrid, luciferase; inhibition of corepressor binding, % at 3.98 µM; 360,000 tested, 0.35% active; AID 602229;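 active means inhibition above the mean of all tested compounds plus 3 SD, cut at about 70% in these data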;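 further: 0% = DMSO with NR2E3 transfected cells and 100% = cells lacking NR2E3 construct; higher means lower luciferase signal from less NR2E3 corepressor binding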
Target sequence (Q9Y5X4 whole entry, looked up, the tested form may be a part): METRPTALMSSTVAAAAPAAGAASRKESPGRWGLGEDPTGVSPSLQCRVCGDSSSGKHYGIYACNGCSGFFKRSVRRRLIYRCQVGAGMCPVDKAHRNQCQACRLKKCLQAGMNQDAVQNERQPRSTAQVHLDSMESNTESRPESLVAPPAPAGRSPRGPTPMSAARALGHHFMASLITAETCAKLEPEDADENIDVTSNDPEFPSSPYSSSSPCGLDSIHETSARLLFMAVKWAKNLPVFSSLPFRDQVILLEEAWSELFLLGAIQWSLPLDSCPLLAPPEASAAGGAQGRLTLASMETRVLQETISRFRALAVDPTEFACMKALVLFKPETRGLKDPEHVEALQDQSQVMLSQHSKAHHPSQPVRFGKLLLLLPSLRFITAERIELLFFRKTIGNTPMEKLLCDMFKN
Shn3 3UTR inh: inhibitors of Schnurri-3 3'UTR reporter in osteoblasts; Clone20 osteoblast Shn3 3'UTR firefly luciferase, 24 h; inhibition, % at 12.5 µM; 360,000 tested, 0.52% active;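 active means mean inhibition of at least 75% with every replicate also reaching 75%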;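 further: 0% = median of neutral control wells and 100% = pilot-screen positive control compound; some compounds past the cut are filed as inactive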
HIF-2a inh: inhibitors of HIF-2a | 360,000 tested, 0.72% active | inhibition, % at 18.8 µM | 786-0 RCC cells HIF-2a reporter, luciferase luminescence, overnight;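 active means inhibition of the luminescence signal of 40% or more relative to plate controls, in a single-dose primary screen at 18.75 µM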
TWEAK-Fn14 inh: inhibitors of TWEAK-Fn14 interaction signaling | AID 1159606 | TWEAK-stimulated Fn14 reporter cells, luciferase luminescence, 8 h | 360,000 tested, 2% active | inhibition, % at 10 µM; in the data active means inhibition above about 50%
Peg3 promoter: inhibitors of Peg3 promoter; HeLa PEG-Prom luciferase reporter, luminescence, overnight; 360,000 tested, 1.7% active; AID 588405; inhibition, % at 20 µM;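 active means inhibition of at least 50% at 20 µM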
C8 TRAIL sens: sensitizes caspase-8 expressing cells to TRAIL | NB7+C8 cells + TRAIL, ATPlite viability luminescence | inhibition (viability loss, TRAIL sensitization), % at 10 µM | AID 624354 | 360,000 tested, 1% active;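 active means compounds causing at least 50% loss of cell viability in the single-dose screen, relative to plate controls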
NR2E3 ag-2: agonists of human nuclear receptor NR2E3 | GST-NR2E3/biotin-RetCOR TR-FRET, 1536-well | 320,000 tested, 0.12% active | inhibition of corepressor binding, % at 4.78 µM | AID 2300;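 active means percent inhibition above the cutoff of mean plus 3 SD of all tested compounds, set per screening campaign, cut at about 20% in these data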;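 further: 0% = DMSO wells and 100% = biotin wells as full block of FRET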
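Test system: GST-NR2E3 and biotin-RetCOR proteins | Quantity: 1.35 nM GST-tagged NR2E3 final | Medium: Tris pH 7.5 | Also added: 7 nM biotin-RetCOR | Dosing: Compound at 4.8 µM, single dose | Timing: 5 h at 4 °C | Detection: Time-resolved FRET | Read-out basis: Percent inhibition | Benchmarks: Biotin wells as high control, 0.6% DMSO wells as low control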
KKLEB cytotox: counter-screen for CF NF-kB inhibitors: cytotoxicity; AID 602141; KKLEB CF airway cells viability, ATPlite luminescence, overnight; stronger effect = lower value; cells stimulated with P. aeruginosa culture filtrate; 360,000 tested, 0.36% active; activity change (cytotoxicity), % at 5 µM;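 active means corrected activity change at or below -50% at 5 µM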
MITF TRPM1 inh: reduces MITF-dependent TRPM1 promoter luciferase signal. SK-MEL-5 TRPM1 promoter luciferase, 24 h. inhibition, % at 12.5 µM. 330,000 tested, 0.83% active. AID 488899;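 active means mean inhibition across replicates of 60% or more, whatever share of single replicates reaches that level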; further: values of inactives mirror those of a sister screen read the other way
* = called active by the depositor; / = no result given.

SMILES	CF NFkB inh	TROY NFkB inh	NR2E3 ag-1	Shn3 3UTR inh	HIF-2a inh	TWEAK-Fn14 inh	Peg3 promoter	C8 TRAIL sens	NR2E3 ag-2	KKLEB cytotox	MITF TRPM1 inh
C=CC(C)(O)CCCC(C)CCCC(C)CCCC(C)C (stereo not drawn)	-13	-8	-9	-11	-5	-2	-6	0	2	1	-2
CCCNC(=O)C[C@@H]1C[C@@H]2c3cc(NS(=O)(=O)c4ccc(OC)cc4)ccc3O[C@@H]2[C@@H](CO)O1	-5	-4	12	-11	1	-17	7	-11	/	-6	/
O=C(NC1CCCCC1)Oc1cc2oc(=O)sc2cc1Br	7	5	-18	-3	18	18	15	-11	-4	-2	15
NC(=O)c1ccsc1NC(=O)C1CCCCC1	-1	-45	-47	-14	-78	-11	-53	-1	5	-8	-15
CCCOc1ccccc1OCC(=O)N1CCN(S(=O)(=O)c2ccc(Cl)cc2)CC1	-3	1	-10	-10	1	-4	20	8	2	-4	0
Cc1ccc(NC(=O)c2cccc(NC(=O)CC3SC(N4CCCCC4)=NC3=O)c2)nc1 (stereo not drawn)	-2	-15	-42	-14	-52	-9	-64	17	-4	3	2
O=C(CSc1ncnc2ccccc12)NCC(=O)c1ccccc1	1	-15	-11	-6	-51	1	-59	-17	0	-2	3
Cc1ccccc1NC(=S)N1CCCCCC1	-32	8	-15	-4	2	2	10	-5	/	2	-4
CCCCCCn1c(CN2CCN(CCO)CC2)nc2c1c(=O)n(C)c(=O)n2C	-4	1	7	14	-12	1	-1	-13	3	-4	/
COC(=O)c1cccc(NC(=O)CN2CCC(NC(=O)c3cc(OC)c(OC)c(OC)c3)CC2)c1	-54	-10	-7	-9	6	1	5	6	0	12	-8
O=C(Cn1nc(C(F)(F)F)c2c1CCCC2)NC1CCCC1	-3	10	3	-1	5	-4	-5	4	1	0	5
Cc1ccc(CS(=O)(=O)CCC(=O)NCCCN2CCCC2)cc1	11	-11	14	-15	17	11	7	-6	-2	-14	2
Cc1c(-c2ccc(OCCN3CCOCC3)cc2)c(=O)oc2ccc3ccccc3c12	29	-9	11	-25	-1	-8	0	10	/	1	/
Cc1ccc2occ(/C=N/NC(=O)[C@@H](N)Cc3ccccc3)c(=O)c2c1	36	40	-24	0	8	37	17	5	2	0	-11
CCOC(=O)c1ccc(NC(=O)c2cn(CCC#N)nc2-c2ccc3c(c2)OCCO3)cc1	2	-5	-39	-23	13	0	-1	7	0	-2	-6
COc1cccc(NC(=O)c2ccc(S(=O)(=O)NCc3cccnc3)cc2)c1	-9	11	-9	33	1	41	-2	6	0	-3	18
CCN(c1ccccc1)S(=O)(=O)c1cccc(C(=O)NCc2ccncc2)c1	-17	-7	-9	27	10	-6	15	-7	0	2	4
COc1ccc(/C(C)=N/N=C(N)N)c(O)c1	13	6	-9	7	10	-14	11	-4	-1	-2	-6
CC(C)C(C)NC(=O)COn1nnc2ccc(S(=O)(=O)N3CCOCC3)cc21 (stereo not drawn)	0	1	-10	-2	6	-1	7	-7	3	7	-3
O=C(NCc1cccnc1)c1ccc(Cl)cc1[N+](=O)[O-]	4	-2	-15	-8	5	5	-1	-5	-1	-6	7
CC12COC3(C(=O)Nc4ccccc4F)CC1CCC32C (stereo not drawn)	2	-25	-24	2	14	13	6	25	2	-12	2
COc1ccc(NC(=O)C2CSC3c4ccccc4C(=O)N23)cc1 (stereo not drawn)	-8	3	-9	-9	-5	5	-6	3	-1	5	-2
CCCOc1ccc(NC(=O)CC2C(=O)N(C)C(=S)N2Cc2cccs2)cc1 (stereo not drawn)	-11	24	-6	48	26	3	11	5	-1	3	-5
O=C1CC(NS(=O)(=O)c2cccs2)CN1c1ccccc1 (stereo not drawn)	-30	-5	18	-6	6	1	18	-8	-1	14	3
COc1ccc(C(=O)NNC(=S)NC(=O)c2cccnc2)cc1	4	-37	7	-11	11	-3	2	21	1	-2	2

Whole records as entered above. Order of values: CF NFkB inh, TROY NFkB inh, NR2E3 ag-1, Shn3 3UTR inh, HIF-2a inh, TWEAK-Fn14 inh, Peg3 promoter, C8 TRAIL sens, NR2E3 ag-2, KKLEB cytotox, MITF TRPM1 inh
O=C(CSc1ncnc2ccccc12)NCC(=O)c1ccccc1 across the screens: 1, -15, -11, -6, -51, 1, -59, -17, 0, -2, 3
O=C(Cn1nc(C(F)(F)F)c2c1CCCC2)NC1CCCC1 across the screens: -3, 10, 3, -1, 5, -4, -5, 4, 1, 0, 5
CCCOc1ccc(NC(=O)CC2C(=O)N(C)C(=S)N2Cc2cccs2)cc1 (stereo not drawn) across the screens: -11, 24, -6, 48, 26, 3, 11, 5, -1, 3, -5
CCN(c1ccccc1)S(=O)(=O)c1cccc(C(=O)NCc2ccncc2)c1 across the screens: -17, -7, -9, 27, 10, -6, 15, -7, 0, 2, 4
CCCCCCn1c(CN2CCN(CCO)CC2)nc2c1c(=O)n(C)c(=O)n2C across the screens: -4, 1, 7, 14, -12, 1, -1, -13, 3, -4, /

Among those listed so far, 6 have an aryl methoxy group:
SMILES	CF NFkB inh	TROY NFkB inh	NR2E3 ag-1	Shn3 3UTR inh	HIF-2a inh	TWEAK-Fn14 inh	Peg3 promoter	C8 TRAIL sens	NR2E3 ag-2	KKLEB cytotox	MITF TRPM1 inh
CCCNC(=O)C[C@@H]1C[C@@H]2c3cc(NS(=O)(=O)c4ccc(OC)cc4)ccc3O[C@@H]2[C@@H](CO)O1	-5	-4	12	-11	1	-17	7	-11	/	-6	/
COC(=O)c1cccc(NC(=O)CN2CCC(NC(=O)c3cc(OC)c(OC)c(OC)c3)CC2)c1	-54	-10	-7	-9	6	1	5	6	0	12	-8
COc1cccc(NC(=O)c2ccc(S(=O)(=O)NCc3cccnc3)cc2)c1	-9	11	-9	33	1	41	-2	6	0	-3	18
COc1ccc(/C(C)=N/N=C(N)N)c(O)c1	13	6	-9	7	10	-14	11	-4	-1	-2	-6
COc1ccc(NC(=O)C2CSC3c4ccccc4C(=O)N23)cc1 (stereo not drawn)	-8	3	-9	-9	-5	5	-6	3	-1	5	-2
COc1ccc(C(=O)NNC(=S)NC(=O)c2cccnc2)cc1	4	-37	7	-11	11	-3	2	21	1	-2	2

Next section:
SMILES	CF NFkB inh	TROY NFkB inh	NR2E3 ag-1	Shn3 3UTR inh	HIF-2a inh	TWEAK-Fn14 inh	Peg3 promoter	C8 TRAIL sens	NR2E3 ag-2	KKLEB cytotox	MITF TRPM1 inh
O=C(CSc1cnc2ccccc2n1)c1ccc(F)cc1	13	43	-188	-21	-120	44	-132	5	2	2	-49
COc1ccc(C2C3=C(CC(C)(C)CC3=O)Oc3ncn4nc(-c5ccccc5)nc4c32)cc1 (stereo not drawn)	3	-16	6	10	-10	6	-11	32	/	5	22
O=C(COC(=O)/C=C/c1ccc([N+](=O)[O-])cc1)NC1CCCCC1	-29	0	-25	-2	-6	-6	1	4	2	5	/
CC(C)c1c(C(=O)N/N=C/c2ccc3c(c2)OCO3)nnn1-c1nonc1N	-17	-30	-6	-18	-91	-32	-76	26	5	22	-17
COc1ccc(C(=O)COC(=O)[C@H](C)Nc2ccc(C(F)(F)F)cc2[N+](=O)[O-])c(OC)c1	9	13	-23	2	12	-1	13	7	1	-3	-15
CCc1c(C(=O)Nc2cc(C(=O)OC)ccc2C)csc1C	-19	-7	-16	5	-2	-7	-7	1	/	12	2
COc1cccc(C2=NOC(C(=O)Nc3cc(C)nn3-c3ccccc3)C2)c1OC (stereo not drawn)	0	16	-19	7	13	18	11	-2	5	-12	8
Cc1ccnc(NS(=O)(=O)c2ccc(NC(=O)Cc3ccc(Br)cc3)cc2)n1	9	1	-9	-1	26	-8	29	0	1	-8	-2
S=C(NCc1ccco1)NC1CCCc2ccccc21 (stereo not drawn)	16	13	10	16	14	2	6	3	-4	3	4
COc1ccc(CCn2c(=N)c(C(=O)NC3CCCCC3)cc3c(=O)n4ccccc4nc32)cc1	6	-11	-26	22	6	-42	10	12	-3	-10	53
C=CCn1c(=O)c2ccccc2n2c(SCC(=O)c3ccccc3)nnc12	-4	-7	-18	8	-29	7	-9	15	4	-2	-5
COc1ccc([C@@H]2[C@@H]3C(=O)N(C(C)(C)C)C(=O)[C@@H]3[C@]3(Cc4ccccc4)C(=O)N(c4ccc(OC)cc4)C(=O)N23)cc1	-5	2	-22	-6	10	4	-11	-18	4	9	5
CC(=O)Nc1ccc(S(=O)(=O)N2CCN(c3cc(C)nc4ncnn34)CC2)cc1	-6	-13	-20	-16	12	-7	4	-6	-3	2	-4
COc1ccc(C(=O)NCC2(N3CCCCC3)CCCCC2)cc1S(=O)(=O)N(C)C	13	-8	-18	-2	-1	-17	11	-1	-2	-2	-5
CCCC(c1nnnn1Cc1ccc(OC)cc1)N1CCN(c2ccccc2)CC1 (stereo not drawn)	0	12	-28	89*	-3	-7	22	11	/	-3	-4
CCOC(=O)c1nc[nH]c1C	-10	24	13	-23	6	1	8	-3	1	6	7
COc1ccc(C(c2c(O)cc(C)oc2=O)c2c(O)cc(C)oc2=O)cc1	14	-3	4	-6	2	-20	-1	-13	1	-8	9
O=C(Nc1nnc(SCC(=O)N2CCOCC2)s1)c1ccccc1Cl	3	-22	-58	-3	-76	-5	-36	69*	5	3	-18
CCC(C)C1C(C#N)=C(N)OC2=C1C(=O)CC(C)(C)C2 (stereo not drawn)	3	12	8	-14	13	-6	5	4	1	-19	/
COc1ccc(CC2(CO)CCN(Cc3cnn(-c4ccccc4)c3)CC2)cc1	6	14	-17	-16	8	8	13	5	-1	12	0
O=C(CCNS(=O)(=O)c1ccc(Cl)cc1)N1CCCCCC1	6	-3	6	-2	6	-7	4	-20	3	2	4
C=CCN=C1CC(C)(C)CC(=O)/C1=C(\O)c1ccccc1	-2	-15	2	8	0	-3	-8	-1	0	3	5
Cc1cccc(NS(=O)(=O)c2ccc3c(c2)NC(=O)CO3)c1C	-4	15	16	-2	8	-1	17	-5	3	0	3
CC(C)c1ccc(C(=O)CSc2ncn[nH]2)cc1	7	-28	-91	-9	-186	-21	-167	13	1	5	-42
Cc1nnc(SCc2cccc([N+](=O)[O-])c2)o1	-13	-15	-4	-16	-15	0	-9	7	3	5	-6
COc1ccc(Cc2noc(CN(C)Cc3cccc(-n4cccn4)c3)n2)cc1OC	4	4	2	20	14	-1	32	1	3	3	-2

From PubChem BioAssay

Not all compounds are listed; count on the stated rates, not on these rows.
